Screening results: PubChem, several laboratories
eIF4E 4G PPI – blocks eIF4E binding to eIF4G | P63073+Q04637 | TR-FRET eIF4E-eIF4GI(517-606) binding, 2 h | inhibition, % at 21.7 µM | hit rate 0.37% among 220,000;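 active = inhibition above about 30%, limit read from the data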;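 note: 0% = full FRET control wells and 100% = background wells lacking eIF4GI fragment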
S1P4 ag – activates the human S1P4 receptor | S1P4-expressing cell line, agonist reporter assay | activation, % at 4.98 µM | AID 1509 | hit rate 0.35% among 220,000 | O95977; in the data active = activation above about 11%;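 note: 0% = DMSO vehicle and 100% = reference agonist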
NPY-Y1 PAM-ag – potentiates or activates human NPY-Y1 receptor; NPY-Y1 expressing cells, potentiator/agonist activation; P25929; hit rate 0.37% among 220,000; activation, % at 3.6 µM; AID 1304; in the data active = activation above about 33%, passing the limit was not always enough;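 note: cells stimulated with NPY at EC10 then isoproterenol at EC100; 0% = low agonist plus stimulus and 100% = saturating agonist plus stimulus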
p97 ATPase inh – human p97 ATPase inhibition | P55072 | recombinant p97 ATPase, Kinase-Glo ATP luminescence, 3 h | inhibition, % at 8 µM | hit rate 0.42% among 220,000; in the data active = inhibition above about 15%;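 note: 0% = DMSO vehicle and 100% = wells lacking enzyme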
EP2 antag – EP2 receptor (human) inhibition | AID 1422 | C6 glioma cells expressing human EP2, cAMP TR-FRET; cells stimulated with saturating PGE2 | inhibition, % at 25 µM | hit rate 0.52% among 260,000;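 active = percent inhibition above 40 after rounding to a whole number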;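 note: rat C6 glioma host cells with rolipram phosphodiesterase inhibitor present; the protocol text gives 20 µM as final concentration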
Target sequence (P43116 whole entry, looked up): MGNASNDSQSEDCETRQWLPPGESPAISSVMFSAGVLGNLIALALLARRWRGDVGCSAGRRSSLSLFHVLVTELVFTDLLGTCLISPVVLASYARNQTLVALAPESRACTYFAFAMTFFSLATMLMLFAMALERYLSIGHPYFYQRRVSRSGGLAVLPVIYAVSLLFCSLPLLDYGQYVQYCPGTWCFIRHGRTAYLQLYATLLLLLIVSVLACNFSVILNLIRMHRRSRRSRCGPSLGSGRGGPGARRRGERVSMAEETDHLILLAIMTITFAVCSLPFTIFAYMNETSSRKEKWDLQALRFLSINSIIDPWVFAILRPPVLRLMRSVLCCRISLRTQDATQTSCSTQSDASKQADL
S1P4 antag – human S1P4 receptor antagonism | O95977 | inhibition, % at 4.98 µM | hit rate 0.26% among 220,000 | S1P4-expressing cells, antagonist mode, reporter read-out; in the data active = inhibition above about 29%;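 note: 0% = wells stimulated with agonist and 100% = vehicle wells without agonist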
NPY-Y2 PAM-ag – potentiates or activates human NPY-Y2 receptor. P49146. cells expressing NPY-Y2, potentiator/agonist read-out. activation, % at 3.6 µM. hit rate 0.45% among 220,000. AID 1359; in the data active = activation above about 27%;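 note: cells stimulated with NPY near EC25 plus isoproterenol at EC100; 0% = vehicle plus submaximal agonist and 100% = vehicle plus saturating agonist; some results beyond the cut were filed as inactive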
Target sequence (P49146 whole entry, looked up): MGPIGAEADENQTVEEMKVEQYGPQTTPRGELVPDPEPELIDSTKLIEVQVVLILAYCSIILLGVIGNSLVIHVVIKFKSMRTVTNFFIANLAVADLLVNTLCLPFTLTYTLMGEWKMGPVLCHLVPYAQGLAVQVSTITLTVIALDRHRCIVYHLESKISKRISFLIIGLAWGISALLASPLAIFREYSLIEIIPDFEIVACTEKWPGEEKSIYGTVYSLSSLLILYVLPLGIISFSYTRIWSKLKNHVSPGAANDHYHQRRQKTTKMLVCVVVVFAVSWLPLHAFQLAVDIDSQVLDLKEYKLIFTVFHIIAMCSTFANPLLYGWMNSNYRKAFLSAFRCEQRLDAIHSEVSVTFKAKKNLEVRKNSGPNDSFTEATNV
NPY-Y1 antag – NPY-Y1 (human) receptor antagonism; HEK293-CNG Y1 cells, membrane potential fluorescence; NPY at EC95, then isoproterenol; P25929; inhibition, % at 3.6 µM; hit rate 1% among 200,000;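 active = inhibition above the campaign mean inhibition of all tested compounds plus 3 SD, cut at about 20% in these data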;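 note: 0% = DMSO wells given NPY plus isoproterenol and 100% = isoproterenol alone without NPY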
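Assay system: HEK293 Y1/CNG channel cell line; Doses: single compound dose of 3.6 µM, 0.4% DMSO; Timing: dye 3 h, compound 60 min room temperature, stimulation 45 min; Technique: Membrane-potential fluorescent dye readout; Measure: % inhibition of NPY effect.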
EP2 modulator – modulates human prostaglandin E2 receptor EP2 signaling; P43116; hit rate 0.83% among 260,000; induction, % at 25 µM; EP2-expressing cells, cAMP HTRF FRET, PGE2 co-stimulation;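 active = compounds whose cAMP rise, as percent of the full-agonist control response, exceeds 60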;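 note: rat C6 glioma line stably carrying human EP2 under a CMV promoter; the protocol text gives 20 µM as final concentration; 100% = response of wells given 1 µM PGE2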
Numbers without * were called inactive; x = no result given; & = joins results of further samples; [ ] = dose if it differs, or a comment.

SMILES	eIF4E 4G PPI	S1P4 ag	NPY-Y1 PAM-ag	p97 ATPase inh	EP2 antag	S1P4 antag	NPY-Y2 PAM-ag	NPY-Y1 antag	EP2 modulator
CCOc1c(/C=C(\C#N)C(N)=O)c2ccccc2n1CC	1	0.1	9	8	10	-6	-2	7	29
O=C(NCc1ccccc1)c1ccc(Cn2cc(C(F)(F)F)ccc2=O)cc1	6	-0.8	-25	-6	10	-7	3	-2	-5
Cc1[nH]n(-c2ccccc2)c(=O)c1N=Nc1ccccc1	0	-0.7	4	4	5	15	1	4	53
CCOC(=O)c1[nH]cnc1C(=O)Nc1cccc(OC)c1	-6	0.5	-18	-8	9&5	14	-5	x	-51&-27
CCC1(CC)Cc2ccccc2C(=C(C#N)C#N)N1	1	-0.8	15	1	9	7	-10	-1	32
O=C(O)C(c1ccccc1)C1(O)CCCCC1 (stereo unspecified)	-3	0.8	4	6	7	3	2	x	-7
O=C(CN(Cc1ccccc1)S(=O)(=O)c1ccc2c(c1)OCCO2)N/N=C/c1ccc(F)cc1	-4	-1.1	-1	-1	4	-10	-3	-3	-46
O=C(CN1CCCCC1)NC(=O)NC1CCCC1	-1	0.9	14	4	8	-10	-5	-2	-26
OC1(c2cccs2)CN(c2ccc(Cl)cc2)C2=[N+]1CCCS2 (stereo unspecified)	-6	0.9	0	3	5	18	-16	13	1
COCCn1c(C)cc(C(=O)COC(=O)CCc2ccc(S(=O)(=O)N3CCOCC3)cc2)c1C	-3	3.1	3	1	4	-9	10	-2	8
CCNC(=S)NNC(=O)Cc1ccccc1	1	-4.4	13	-2	13	3	10	3	15
Cc1ccc(C(=O)OCCn2cc(C#N)c(=O)[nH]c2=O)cc1	1	-1.7	3	2	8	5	-4	-1	16
CCOC(=O)c1c(C)[nH]c(C(=O)OCC(=O)N2c3ccccc3CC2C)c1C (stereo unspecified)	2	-1.0	3	4	10	-3	-2	4	-13
O=C1N(Cc2cccnc2)C[C@@H]2C[C@@H](c3cccc(Oc4ccccc4)c3)N3CCC[C@@]123	1	-0.7	20	2	8	3	5	x	16
CCN(CC(=O)NC(=O)NCc1ccco1)Cc1nc2ccccc2c(=O)[nH]1	1	-0.3	17	3	24	14	4	4	11
CN(C)c1cccc(C(=O)n2cc(C(=O)c3cc(F)ccc3O)cn2)c1	-29	1.9	-20	-3	4	-9	-15	4	16
CCC(C)N=C1CC(C)(C)CC(=O)/C1=C(/O)Cc1ccccc1 (stereo unspecified)	1	0.0	7	-1	9	1	9	1	23
Cc1cc(=O)n(CC(=O)O)c2ccccc12	0	0.4	3	-2	15&4	7	-2	2	7&14
O=C1N/C(=N/S(=O)(=O)Cc2ccccc2)S/C1=C/c1ccc2c(c1)OCO2	2	0.8	-9	0	7	6	-52	x	-33
CC(C)OC(=O)c1cccc2c1C(=O)c1ccccc1-2	6	-1.1	-20	0	14	14	-3	x	33
CSc1ccc(NC(=O)N2CCN(c3nc4ccccc4s3)CC2)cc1	3[fluorescence artefact?]	-1.4	7	-1	0	11	7	-9	16
C=CCn1c(C(C)C)nc2ccccc21	1	-0.3	0	-2	10	2	8	-1	16
COc1ccc(NC(=O)CCNS(=O)(=O)c2ccc(Br)s2)cc1	0	1.0	1	-9	9	-4	0	-1	3
COc1ccccc1N1CCN(CC(=O)NC(=O)NCc2ccco2)CC1	4	1.5	-1	-1	6	-13	4	-1	12
Fc1ccc(-c2cnn3c(-c4ccncc4)ccnc23)cc1	-8	1.7	8	-1	4	-19	1	-3	-44
Cc1cc(=O)[nH]c(N/N=C/c2c[nH]c3ccccc23)n1	-3	0.3	-7	0	13	14	-14	x	-21
Cc1cc(C)c2nc(NNC(=O)c3ccc(S(=O)(=O)N4CC(C)CC(C)C4)cc3)sc2c1 (stereo unspecified)	-4	0.4	-4	-2	9	0	1	2	30
CCc1nc2c(c(=O)c3ccccc3n2C)c(=O)n1-c1ccc(F)cc1	-6	-1.1	-6	-1	18	-7	-11	-1	12
COc1ccccc1C(=O)NCC(=O)OCc1ccc(Br)cc1	-3[fluorescence artefact?]	0.6	-19	0	7	-3	-9	4	-8
O=C(Cc1csc(N2CCOCC2)n1)N/N=C/c1ccccc1C(=O)O	2	0.1	9	6	10	0	-2	x	7

Overlap with the part before: four entries, then new ones.
SMILES	eIF4E 4G PPI	S1P4 ag	NPY-Y1 PAM-ag	p97 ATPase inh	EP2 antag	S1P4 antag	NPY-Y2 PAM-ag	NPY-Y1 antag	EP2 modulator
Cc1cc(C)c2nc(NNC(=O)c3ccc(S(=O)(=O)N4CC(C)CC(C)C4)cc3)sc2c1 (stereo unspecified)	-4	0.4	-4	-2	9	0	1	2	30
CCc1nc2c(c(=O)c3ccccc3n2C)c(=O)n1-c1ccc(F)cc1	-6	-1.1	-6	-1	18	-7	-11	-1	12
COc1ccccc1C(=O)NCC(=O)OCc1ccc(Br)cc1	-3[fluorescence artefact?]	0.6	-19	0	7	-3	-9	4	-8
O=C(Cc1csc(N2CCOCC2)n1)N/N=C/c1ccccc1C(=O)O	2	0.1	9	6	10	0	-2	x	7
COc1ccc(S(=O)(=O)NC(CC(=O)NCc2ccc3c(c2)OCO3)c2ccco2)cc1 (stereo unspecified)	-3	-0.1	18	0	17	2	-5	-6	34
O=C(CSc1ccc(Cl)cc1)Nc1ccc(N2CCN(C(=O)c3ccco3)CC2)cc1	-18	0.6	25	4	12	-15	13	-4	3
O=C(OCc1cn(-c2ccc(Cl)c(Cl)c2)nn1)c1ccccc1	-4	1.0	-18	0	3	10	11	-2	-32
COc1ccc(-c2[nH]c3ccccc3c2SCCNC(=O)c2cc3ccccc3oc2=O)cc1	1	0.3	27	5	8	6	23	-10	2
Cc1ccc(S(=O)(=O)N2CCN(S(=O)(=O)c3ccc(C)cc3)C2)cc1	-2	-4.5	9	0	12	4	-6	-4	17
Cc1csc(SCC(=O)NC23CC4CC(CC(C4)C2)C3)n1	-9	-4.2	-32	-6	8	3	-1	1	24
O=C(O)CCC(=O)N1CCc2cc(S(=O)(=O)N3CC=C(c4ccccc4)CC3)ccc21	-5	1.2	-7	-3	11	-22	-7	-2	-18
Cc1ccc2c(c1)c1c(n2CC(O)CNC(C)(C)C)CCCC1 (stereo unspecified)	-3	4.0	27	-1	18	-2	41*	-9	-25
NS(=O)(=O)c1ccc(CCNC(=O)C2Cc3ccccc3CN2C(=O)c2ccco2)cc1 (stereo unspecified)	6[fluorescence artefact?]	-1.2	-10	2	13	2	-5	3	-5
COc1ccc(NC(=O)N(Cc2ccc(C)cc2)Cc2cccnc2)c(OC)c1	-1[fluorescence artefact?]	0.7	12	-4	13	-11	2	2	-13
Cc1cc2ncn(C(=O)N3CCCCC3)c2cc1C	-1[fluorescence artefact?]	0.9	9	7	1	-7	10	1	-14
Cc1ccc(C(=O)Nc2ccc(C(=O)N/N=C/c3c[nH]c4ccccc34)cc2)cc1	2	3.2	1	11	7	-12	13	-1	-95
CC(C)N1CCN(Cc2cn[nH]c2C2CCCCC2)CC1CCO (stereo unspecified)	-1	0.9	6	4	2	17	-15	-3	-5
O=C(N/N=C/c1c(O)n(-c2ccccc2Cl)c(=O)c2ccccc12)C1COc2ccccc2O1 (stereo unspecified)	-1	0.7	-21	3	4	4	1	-1	15
Nc1nc(Cl)c(C=O)c(N2CCCCC2)n1	0	1.4	12	4	5	1	-1	-3	-11
COc1ccc(C(=O)N2CC=C(c3ccccc3)CC2)cc1S(=O)(=O)N1CCOCC1	7	0.7	20	-3	9	5	3	3	3
COc1ccc(CN2CCN(Cc3ccc(C)cc3)C(CCO)C2)cc1OC (stereo unspecified)	2	0.0	6	1	0	-6	0	-2	1
CCOC(=O)c1c(C)[nH]c(C)c1C(=O)CSc1nnnn1-c1ccccc1	0	2.1	-10	-4	15	-6	-11	-1	64*
Cc1cnc(CNC(=O)c2ccc(OC3CCN(C(=O)C4CC4)CC3)cc2)cn1	-1	-0.9	2	1	9	4	9	2	2
CN(CCC#N)C(=O)COC(=O)c1ccc2c(=O)n3c(nc2c1)CCC3	7	-2.1	-8	-1	3	0	-7	-5	16
Cc1ccc(C(=O)NC2CC(C)(C)NC(C)(C)C2)c(C)c1	1	0.1	7	-3	3	-5	0	-1	-19
Cc1cc(C(=O)O)ccc1-n1c(C)cc(C=C2C(=O)c3ccccc3C2=O)c1C	6	-0.1	22	3	10	7	-4	-6	-20
O=[N+]([O-])c1ccc(C[n+]2cccc3ccc4cccnc4c32)cc1	-1	1.1	-4	0	5	5	-3	-1	20
COc1cc(OC)c(S(=O)(=O)Nc2ccccc2N2CCCCC2)cc1NC(C)=O	-3	0.4	13	0	5	1	-2	x	-2
CCCNCc1cc(OC)c(OCCC)cc1Cl	-3[fluorescence artefact?]	2.2	-20	-1	12	13	-5	9	13
COc1ccc(CCNC(=O)COc2ccc([N+](=O)[O-])cc2)cc1	0	2.0	-14	2	9	4	-1	12	5
COc1ccc(-c2oc3c(OC)c(OC)c(OC)c(O)c3c(=O)c2OC)cc1OC	0	0.1	-12	3	16	2	-7	0	-19
Cc1ccc(NC(=O)c2cc(S(=O)(=O)N3CCCCC3)ccc2N2CCOCC2)cc1F	6	0.0	15	2	6	7	-4	-3	-7
Nn1c(SCc2cn3ccsc3n2)nnc1-c1ccncc1	11[fluorescence artefact?]	-0.4	-5	-5	x	-11	2	-3	15
C=C1CC(C(=O)N/N=C/c2ccc(O)cc2)C1	0	-0.3	-25	-4	10	9	-1	-2	3
Cc1ccc(/C=N/n2c(C3CCCCC3)n[nH]c2=S)o1	-2	1.3	9	1	19	-12	3	0	28
COC(=O)c1ccccc1NC(=O)CSc1nc(NC(=O)c2ccccc2)c2c(C)c(C)oc2n1	-1[fluorescence artefact?]	0.8	-8	3	6	-3	-4	5	5
Cn1c(NCCCO)nc2c1c(=O)n(Cc1ccccc1F)c(=O)n2C	-8	1.4	-11	4	7	-18	-11	5	9
CN(C)c1ncc(S(=O)(=O)c2ccccc2)c(-c2ccccc2Cl)n1	10	-1.2	5	3	5	-4	16	2	66*
Cc1ccccc1N(C(=O)Cc1ccsc1)C(C(=O)NC1CCCCC1)c1ccc(F)cc1 (stereo unspecified)	2[fluorescence artefact?]	1.2	-9	-8	11	7	-15	16	5
COc1cc(C=O)ccc1OCCOCCOc1c(C)cc(Cl)cc1Cl	-12	0.4	-6	-3	21	-12	-19	15	-26
O=C(C1CCN(c2nnc(N3CCCC3=O)s2)CC1)N1CCN(Cc2ccc3c(c2)OCO3)CC1	3	-0.3	2	2	2	-9	5	-9	12
CCc1nnc(NC(=O)c2ccc(OC)cc2OC)s1	1	-0.9	-19	0	17	-8	-6	-4	-5
Cc1noc(NS(=O)(=O)c2ccc(NC(=O)C(CC(C)C)N3C(=O)c4ccccc4C3=O)cc2)c1C (stereo unspecified)	0	0.7	-4	-1	6	-8	-15	x	12
CC1(C)CC(CC(=O)Nc2ccc([N+](=O)[O-])cc2)C(=O)O1 (stereo unspecified)	1	-2.4	-16	-7	7	7	-13	-7	21
CCSc1nnc(NC(=O)c2ccc3ccccc3n2)s1	2	0.9	-13	-8	6	-9	-41	6	22
CCOC(=O)c1c(NC(=O)C[n+]2ccc(N(C)C)cc2)sc(C)c1C	2	-0.1	-3	-1	4	-8	5	-7	3
CC(C)On1c(SCC(=O)N(C)C)nc2ccccc2c1=O	9	-0.9	11	8	2	4	-5	x	-2
O=C(CSC1=NCCS1)Nc1cccc(F)c1	1	1.3	19	3	4	-3	11	8	-27
CCCCNCC#CCOc1cc(C)ccc1C(C)C	-7	1.0	20	-3	11	-7	8	5	33

The list is partial (hit frequency here may not be typical).
